# Screens deposited in PubChem by The Scripps Research Institute Molecular Screening Center.
# GPR151 ag – activates the human receptor GPR151; 650,000 tested, 1% active; AID 1508602; activation, % at 11.2 µM; PathHunter beta-arrestin GPR151 cells, luminescence; in the data active = activation above about 4.9%;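 note: 0% = median of compound wells and 100% = cells with positive control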
# Target sequence (Q8TDV0 whole entry, looked up): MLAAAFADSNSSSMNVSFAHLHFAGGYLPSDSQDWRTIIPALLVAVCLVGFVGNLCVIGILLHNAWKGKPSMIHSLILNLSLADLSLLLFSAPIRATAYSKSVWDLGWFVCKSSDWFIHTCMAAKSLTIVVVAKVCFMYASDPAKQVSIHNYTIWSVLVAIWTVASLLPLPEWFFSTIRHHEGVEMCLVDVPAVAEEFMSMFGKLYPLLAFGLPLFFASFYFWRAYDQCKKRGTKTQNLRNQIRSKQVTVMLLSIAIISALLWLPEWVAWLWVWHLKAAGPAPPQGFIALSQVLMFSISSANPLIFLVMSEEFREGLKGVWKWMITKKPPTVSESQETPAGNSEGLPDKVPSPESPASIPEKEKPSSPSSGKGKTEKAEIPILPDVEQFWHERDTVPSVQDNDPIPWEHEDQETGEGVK
# MITF primary – human MITF inhibition, primary screen; O75030; AlphaScreen MITF homodimerization, bead proximity signal; inhibition, % at 2.6 µM; 650,000 tested, 0.91% active; AID 1259374; in the data active = inhibition above about 50%;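 note: 0% = vehicle wells with protein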
# Target sequence (O75030 whole entry, looked up): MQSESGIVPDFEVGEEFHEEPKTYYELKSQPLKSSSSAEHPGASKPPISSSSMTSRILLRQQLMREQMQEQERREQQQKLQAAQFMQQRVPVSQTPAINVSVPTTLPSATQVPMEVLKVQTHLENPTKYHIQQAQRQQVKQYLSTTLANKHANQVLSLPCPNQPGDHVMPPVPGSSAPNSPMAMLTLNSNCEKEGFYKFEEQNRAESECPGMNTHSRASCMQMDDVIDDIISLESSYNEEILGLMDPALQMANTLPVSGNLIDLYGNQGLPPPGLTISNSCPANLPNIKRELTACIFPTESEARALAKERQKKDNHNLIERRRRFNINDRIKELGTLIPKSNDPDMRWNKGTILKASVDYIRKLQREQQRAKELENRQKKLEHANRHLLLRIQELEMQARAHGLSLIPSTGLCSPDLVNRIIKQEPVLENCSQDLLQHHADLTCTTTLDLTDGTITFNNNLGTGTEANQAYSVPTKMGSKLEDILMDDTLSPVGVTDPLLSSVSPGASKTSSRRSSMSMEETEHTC
# FBW7 activator – activators of human E3 ligase FBW7. Q969H0. AlphaScreen FBW7–phospho-cyclin E peptide binding, activator screen. normalized activity (activation), % at 26.1 µM. 650,000 tested, 0.13% active. AID 1259310; in the data active = normalized activity above about 1.9%;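 note: purified mutant Fbw7 with reduced substrate affinity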
# TEAD-YAP inh – TEAD-YAP interaction inhibition; HEK-TIYL cells, TEAD-Gal4/YAP UAS-luciferase luminescence; 640,000 tested, 1.4% active; inhibition, % at 9.12 µM; AID 1259422; in the data active = inhibition above about 32%;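 note: 0% = median of test compound wells and 100% = reference inhibitor wells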
# The depositor's hits bear a star; & = joins results of further samples.
SMILES	GPR151 ag	MITF primary	FBW7 activator	TEAD-YAP inh
COc1ccc(OC)c(NC(=O)c2sc3nc4c(cc3c2N)C(=O)CCC4)c1	-2.1	-2.3	0.3	-6.9
O=C(c1cc2cc(Br)ccc2o1)N1CCc2c([nH]c3ccccc23)C1c1ccc(Cl)cc1 (centres undefined)	1.3	18.7	0.2	7.9
O=C(c1nc2ccccc2s1)N1CCSCC1	-2.4	8.6	0.5	-16.0
C=CCNc1nc(Cl)nc(NCc2cccnc2)n1	-1.4	17.3	1.3	-1.3
COC(=O)c1ccc2c(=O)n(Cc3ccc(C)cc3)c(=S)[nH]c2c1	3.2	0.4	0.1	7.8
CCOC(=O)c1ccc(N=c2oc3c(C)ncc(CO)c3cc2C(N)=S)cc1	-1.4	-3.3	-0.1	-2.6
Cc1cnc(-c2cccc(N)c2)nc1NCCO	-1.1	-18.5	0.2	5.4
Cc1cccc(N(O)C(=O)Nc2cccc(Cl)c2)c1	0.2	1.2	-0.2	-18.5
CCN(Cc1ccccc1)C(=O)Cn1nc(C(=O)O)c2ccccc2c1=O	2.7	-1.8	-0.1	6.7
Cc1sc2c(c1C)c(=O)n(-c1ccc(Cl)cc1)c(=O)n2CC(=O)N1CCCC1	1.8	-4.9	0.0	8.7
CN(Cc1ncc[nH]1)C(=O)CC1C(=O)NCCN1Cc1c(F)cccc1Cl (centres undefined)	1.4	-5.5	-0.1	-0.5
O=C(NC1CCN(C(=O)Nc2cccc(F)c2)CC1)C1CCCCC1	-0.1	-1.5	-0.1	9.4

# Single entries from the list.
# TEAD-YAP inh, CN(Cc1ncc[nH]1)C(=O)CC1C(=O)NCCN1Cc1c(F)cccc1Cl (centres undefined) : -0.5
# MITF primary, Cc1cccc(N(O)C(=O)Nc2cccc(Cl)c2)c1 : 1.2

# Later entries:
SMILES	GPR151 ag	MITF primary	FBW7 activator	TEAD-YAP inh
O=C(NC1=NCCS1)c1ccc(Br)s1	-1.3	18.2	0.2	-54.5
O=C(NNC(=O)c1c(O)c2ccccc2[nH]c1=O)c1cccc(Cl)c1	1.0	-2.9	0.3	-1.0
O=c1cc(-c2ccc(O)cc2)oc2c(-c3cc(-c4cc(=O)c5c(O)cc(O)cc5o4)ccc3O)c(O)ccc12	-1.3	7.0	0.2	3.1
CCC1CCCCN1S(=O)(=O)c1ccc(C(=O)Nc2nnc(C3CC3)o2)cc1 (centres undefined)	0.8	7.9	-0.1	10.6
O=C(N/N=C/c1cccc([N+](=O)[O-])c1)C1CC(=O)N(c2ccc(F)cc2)C1 (centres undefined)	0.2	-3.7	-0.1	3.6
COc1cc(C(=O)Nc2cccc(O)c2)c2ccccc2n1	-0.5	7.6	0.4	2.3
O=C(c1ccc(Sc2ccc(F)cc2)c([N+](=O)[O-])c1)N1CCc2ccccc2C1	-1.1	0.2	0.6	-0.1
O=C(COc1ccccc1)Nc1ccc(C(=O)N2CCCC2)cc1	-0.8	-6.7	0.0	-5.3
O=C1c2ccccc2C(=O)N1c1ccc(I)cc1	0.9	3.7	0.1	12.5
O=C(NNC(=O)C1COc2ccccc2O1)C1CC(=O)N(Cc2ccccc2)C1 (centres undefined)	-2.0	-2.0	0.1	-4.2
N#Cc1[nH]c2sc3c(c2c1N)CCCC3	-0.6	-0.3	0.3	7.5
COc1ccc(Cl)cc1-n1c(=S)sc2c(=O)[nH]c(SCC(=O)NCc3ccco3)nc21	0.0	9.4	-0.1	-2.2

# Next section.
SMILES	GPR151 ag	MITF primary	FBW7 activator	TEAD-YAP inh
O=C1C2C(c3ccccc3)CCC(c3ccccc3)C2C(=O)N1c1ccccc1 (centres undefined)	-0.2	6.3	0.0	-1.1
Cc1c(Cl)c(C(F)(F)F)nn1CC(=O)Nc1cccnc1Cl	1.4	22.3	0.6	3.7
CCN(CC)C(=O)CSC1c2ccccc2C(=O)N1c1ccccc1 (centres undefined)	-0.6	6.6	0.0	-3.9
Cn1cc(C2CC(=O)N(c3ccc(Br)cc3)C2=O)c2ccccc21 (centres undefined)	-0.3	2.3	0.0	-1.4
O=C1C(=O)N(C(=O)Nc2ccc(Cl)cc2)c2ccccc21	-0.5	-7.0	-0.2	-27.9
CCCCOc1ccc(C(=O)Nn2c(-c3cccs3)nc3ccccc3c2=O)cc1	-0.2	-15.4	0.1	7.5
CCCn1c(N)c(NCCOC)c(=O)[nH]c1=O	-1.0	-3.0	0.1	11.0
N#Cc1c(NC(=O)c2cc3n(n2)C(C(F)(F)F)CC(c2cccs2)N3)sc2c1CCCCC2 (centres undefined)	1.5	-7.7	-0.1	-34.5
CCNC(=O)Nc1ccccc1-c1cnn(C)c1	-0.9	9.3	0.1	9.0
Cc1cccc(NC(=O)c2cnc(Br)s2)c1N1CCC2(CC1)OCCO2	0.8	-13.4	0.3	0.0
CCn1c(=O)n(CC(=O)N2CCN(c3ccc([N+](=O)[O-])cc3)CC2)c(=O)c2ccccc21	0.4	20.5	0.2	18.3
CSc1nc2c(sc(=S)n2-c2ccccc2)c(=O)n1Cc1ccco1	1.9	-13.0	-0.5	5.9

# Other results.
SMILES	GPR151 ag	MITF primary	FBW7 activator	TEAD-YAP inh
O=C(Nc1ccc(Br)cn1)c1cc2n(n1)C(C(F)(F)F)CC(c1ccccc1)N2 (centres undefined)	0.2	3.5	0.0	-1.5
NC(=O)N=Nc1c(O)[nH]c2ccc(I)cc12	0.4	-17.7	-0.3	13.6
O=[N+]([O-])c1ccc(N=Nc2ccc(OCC3CO3)cc2)cc1 (centres undefined)	-1.0	7.8	-0.2	1.1
CC1=C(C(=O)N2CCCC2)C2(CCCCCC2)OC1=O	-0.7	-10.3	0.1	-5.9
O=c1oc2ccc(Br)cc2cc1-c1nnc(-c2cccc(Br)c2)o1	-0.4	2.5	0.6	9.2
CC1CCN(C(=O)c2ccc(S(=O)(=O)Cc3ccccc3F)c([N+](=O)[O-])c2)CC1	1.2	-2.7	-0.2	0.8
O=C1[C@@H]2C[C@H](NCc3cnn(-c4cccc(F)c4)c3)CN2C(=O)[C@@H]2CCCN12	3.4	7.7	0.5	-4.2
CCc1cc2c(=O)c(Oc3ccccc3)c(C(F)(F)F)oc2cc1OC	-1.7	-18.6	0.2	-2.6
CN(Cc1ccc(F)cc1)c1ccc(OCC(=O)NCCc2cn[nH]c2)nn1	1.0	6.3	0.1	-7.2
CCOP(=O)(OCC)c1nc(-c2ccc(C)cc2)oc1NCc1ccc2c(c1)OCO2	1.1	2.9	0.1	9.4
O=C(O)CCC(=O)N1c2ccccc2NC2=C(C(=O)CC(c3cccc([N+](=O)[O-])c3)C2)C1c1ccc(F)cc1 (centres undefined)	-0.9	5.2	-0.1	5.5
COc1ccc(Cn2nnnc2CN2CCC(O)(c3cccc(C(F)(F)F)c3)CC2)cc1	-0.5	-0.5	-0.4	-3.1

# Following part.
SMILES	GPR151 ag	MITF primary	FBW7 activator	TEAD-YAP inh
CC(=O)CC(=O)Nc1ccccc1Br	1.5	-4.3	0.0	-3.0
c1ccc2[nH]c(SCc3cn4cccnc4n3)nc2c1	0.7	2.1	-0.2	-12.5
O=C(Nc1cccnc1)OC1CCCCC1	-0.1	-13.7	0.0	-26.8
COc1cccc(C2C(C(=O)Nc3cc(C)ccn3)=C(C)NC3=C2C(=O)CCC3)c1OC (centres undefined)	2.6	-1.2	-0.1	25.4
COc1ccccc1N1CCN(CC(O)COc2ccc(NC(C)=O)cc2)CC1 (centres undefined)	0.3	0.0	0.2	8.1
C=CCN(CC=C)CN1C(=O)C(=O)c2cc(Br)ccc21	-0.1	4.2	0.3	7.6
COc1cccc(C(=O)Oc2cc(N)n(S(=O)(=O)c3ccc(C)cc3)n2)c1OC	-0.7	10.8	0.1	-2.1
O=C1CN(/N=C/c2ccc([N+](=O)[O-])o2)C(=O)N1	1.0&1.7&-0.2&0.2	0.6&3.3&-17.6&29.6	0.0&-0.2&0.0&-0.1	1.8&-7.4
CCCC1(C(=O)OCC)OC1c1ccccc1 (centres undefined)	0.5	5.8	0.1	5.0
CC(=O)c1ccc(NC(=O)c2cc(C)nc3c(C)cc(C)cc23)cc1	0.7	29.4	0.0	4.5
CCCCNC(=O)CNC(=S)N(Cc1ccccc1)Cc1cccnc1	0.6	-6.5	-0.1	-2.2
CCN(CC)C(=O)CSc1nc2c(sc(=S)n2CCc2ccccc2)c(=O)n1-c1c(C)cccc1C	0.7	2.9	0.4	-6.2

# Continued.
SMILES	GPR151 ag	MITF primary	FBW7 activator	TEAD-YAP inh
CCCC/C=C/c1cnc2c(n1)[nH]c(=O)n2CCOC	-0.2	18.0	-0.1	-20.4
O=C(CCN1C(=O)c2ccccc2C1=O)Nc1cccc(O)c1	-0.1	-2.2	0.0	-4.0
Cc1cc2ccccc2n1CCNC(=O)C(C)(C)C	1.0	-1.3	-0.2	-8.1
CCN(CC)S(=O)(=O)c1ccc(O)c(N)c1	2.0	5.4	-0.1	-0.5
CN1CCN(c2ccc([N+](=O)[O-])cc2C(=O)Oc2ccccc2)CC1	4.5	3.9	-0.3	-9.1
Cc1nc2ccccc2c2c1CC(C(C)(Cl)Br)O2 (centres undefined)	-0.1	-3.5	0.1	34.1*
O=C(O)c1ccc(CN2C(=O)c3ccccc3S2(=O)=O)cc1	0.3	8.3	-0.3	7.3
CCC(CC)c1nnc(NC(=O)c2cccs2)s1	-0.8	12.5	-0.1	-6.0
O=[N+]([O-])c1ccccc1S(=O)(=O)Nc1ccc(Cl)c(Cl)c1	3.6	-1.6	-0.1	-2.1
Cc1ncn(-c2ccc(Nc3ncc4cccc(-c5ccnc(N6CCN(C)CC6)c5)c4n3)cc2)n1	-1.0	13.3	-0.1	23.0
Cn1c(C(=O)OCC(=O)NCc2ccc(F)cc2)cc2occc21	-0.8	14.9	0.3	18.3
COc1cccc(C(=O)Nc2c3c(nn2-c2ccc(F)cc2)CS(=O)C3)c1OC (centres undefined)	2.3	-4.5	-0.2	1.6

# (cont.)
SMILES	GPR151 ag	MITF primary	FBW7 activator	TEAD-YAP inh
CCOc1ccccc1OCC(=O)NN1Cc2ccccc2C1=N	0.4	1.0	-0.1	3.7
Cc1ccnc(Nc2nc(-c3ccc(Br)cc3)cs2)c1	-0.3	0.7	0.1	-24.5
Nc1nc(SCC(=O)Nc2ccccc2)[nH]c(=O)c1NC(=O)c1cccs1	3.6	5.8	0.2	-0.9
NC(=O)C1CCN(C(=O)CSc2ncn[nH]2)CC1	-0.9	-12.7	0.1	-1.7
COC(=O)C1C(=O)C2=C(CC1C)NC(=O)CC2c1cc(Br)c(O)c(OC)c1 (centres undefined)	-0.1	0.4	-0.2	0.1
CCOC(=O)/C(C#N)=C/c1ccc(N(C)C)c(Br)c1	0.7	0.4	0.1	6.3
O=C(N/N=C/c1cc([N+](=O)[O-])ccc1O)c1cccnc1	-2.6	98.9*	-1.6	15.9
COC(=O)Nc1sc2c(c1C(=O)N1CCOCC1)CCC(C)C2 (centres undefined)	-0.2	0.1	0.0	8.0
Nc1cc(-c2cccc(F)c2)nn1S(=O)(=O)c1ccccc1	-0.4	-1.8	-0.1	-8.8
COCCN1C(=O)C(=O)/C(=C(\O)c2ccccc2)C1c1ccccc1OC (centres undefined)	1.3	-6.6	-0.2	1.7
Cc1ccc(NC(=O)NCc2cccs2)cc1	1.2	3.5	0.0	-15.4
COc1ccc(C2Oc3ccccc3C3=C2C(c2ccc(F)cc2)n2ncnc2N3)cc1 (centres undefined)	-1.0	-9.6	0.1	-3.4

# Next results follow.
SMILES	GPR151 ag	MITF primary	FBW7 activator	TEAD-YAP inh
CCC(C)C(=O)Nc1nnc(SCC(=O)N2CCc3ccccc32)s1 (centres undefined)	1.4	-6.2	0.1	-0.5
CC(=O)Nc1ccc(NC(=O)C(C)Oc2ccccc2)cc1 (centres undefined)	1.0	-2.9	0.0	0.3
Cn1c(CSc2nc(N)cc(N)n2)nnc1SC/C=C/c1ccccc1	-0.9	-4.2	0.1	-8.9
Cc1ccc(-n2[nH]c(C)c(/C=N/NC(=O)c3ccccc3O)c2=O)cc1C	-3.4	1.0	0.6	-5.0
CCn1c(/C=N/Nc2nc3ccccc3s2)nc2ccccc21	0.2	-1.3	-0.1	-29.2
CC(=O)NCCC(=O)Nc1cccc(C)c1C	0.1	-5.3	0.0	0.2
C=CCNC(=S)N/N=C1\CCc2ccccc21	-0.6	-4.6	-0.2	-10.3
COCCOC(=O)c1[nH]c2c(c1C)C(=O)CC(c1ccccc1Cl)C2 (centres undefined)	-0.5	3.0	0.1	39.9*
Cn1cc(S(=O)(=O)CC(=O)N2CCc3ccccc32)c2ccccc21	-1.4	10.4	0.5	-5.3
Cc1ccc(S(=O)(=O)NC(=O)N(c2ccccc2)c2n[nH]c(=S)s2)cc1	0.5	-11.7	0.0	-7.0
CNC(=O)c1ccc(OC)c([N+](=O)[O-])c1	0.2	-1.9	-0.2	-3.8

# Record cards (already shown):
# Cn1cc(S(=O)(=O)CC(=O)N2CCc3ccccc32)c2ccccc21 in the list: GPR151 ag: -1.4; MITF primary: 10.4; FBW7 activator: 0.5; TEAD-YAP inh: -5.3
# Cc1ccc(S(=O)(=O)NC(=O)N(c2ccccc2)c2n[nH]c(=S)s2)cc1 in the list: GPR151 ag: 0.5; MITF primary: -11.7; FBW7 activator: 0.0; TEAD-YAP inh: -7.0
# CCC(C)C(=O)Nc1nnc(SCC(=O)N2CCc3ccccc32)s1 (centres undefined) in the list: GPR151 ag: 1.4; MITF primary: -6.2; FBW7 activator: 0.1; TEAD-YAP inh: -0.5
